# Assay outcomes from PubChem BioAssay.
# Anesthetic bind: qHTS Assay for Identification of Novel General Anesthetics | apoferritin/1-aminoanthracene competitive binding, fluorescence | Potency, µM (series often up to 77.5 µM), without a hit: top-dose activity change, negative = displacement, actives largely listed as inhibitors | Ferritin light chain (Equus caballus), P02791 | 350,000 compounds, 0.074% hits; also: potency is read from the fitted curve at half-maximal effect; % is scaled to controls: 0 for no effect and ±100 for the full control effect; nearly all actives have a fitted effect of over 20% in size
#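 In PBS, apoferritin at 10 uM is loaded with 1-AMA from a 50% saturated solution. After 10 min of compound exposure at ambient temperature, reduced 535 nm fluorescence indicates probe displacement.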
# APEX1 inh: qHTS Assay for Inhibitors of the Human Apurinic/apyrimidinic Endonuclease 1 (APE1). DNA repair nuclease/redox regulator APEX1 (Homo sapiens), P27695. recombinant APE1, TAMRA/BHQ-2 abasic DNA cleavage fluorescence. Potency, µM (titrated, usually from 65.8 µM), inactives show at the highest dose activity change, negative = inhibition, most hits filed as inhibitors. 350,000 compounds, 0.35% hits. AID 2517, 2012;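 also: potency is read from the fitted curve at half-maximal effect; plate controls were vehicle for no effect and reference inhibitor for full effect; nearly all actives have a fitted effect of over 55% in size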
# Target sequence (P27695 whole entry, looked up): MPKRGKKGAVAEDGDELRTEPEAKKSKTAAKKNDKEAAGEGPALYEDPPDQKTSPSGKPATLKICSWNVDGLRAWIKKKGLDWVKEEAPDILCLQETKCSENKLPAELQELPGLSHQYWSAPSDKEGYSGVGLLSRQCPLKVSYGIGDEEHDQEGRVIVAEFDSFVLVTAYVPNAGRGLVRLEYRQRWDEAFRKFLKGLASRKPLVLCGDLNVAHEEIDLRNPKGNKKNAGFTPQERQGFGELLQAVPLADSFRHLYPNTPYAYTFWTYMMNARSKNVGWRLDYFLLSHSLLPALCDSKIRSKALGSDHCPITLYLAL
#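 Quantitative HTS: incision of a TAMRA/BHQ-2 double-stranded substrate bearing a tetrahydrofuran abasic site by 0.75 nM APE1 raises fluorescence. Substrate 50 nM final, added after 15 min compound preincubation at room temperature; progress as third-minus-first kinetic read difference.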
# ERG-DNA inh: qHTS for Small Molecule Inhibitors of the ERG Ets/DNA interaction | Transcriptional regulator ERG (Homo sapiens), P11308 | fluorescence polarization, His-ERG Ets domain / labelled DNA | Potency, µM (titrated, usually from 76.9 µM), without a hit: at the highest dose FP activity, negative = inhibition, actives largely listed as inhibitors | 370,000 compounds, 0.028% hits | AID 624246, 2012; active = well fitted inhibition curve with a large enough effect in the polarisation, with a control signal flat; inconclusive = small, poorly fitted or top-dose-only effect, or effect the other way, or a change in a side signal; inactive = no such curve, though single readings can be large or run the other way; the % refers to the polarisation;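 also: polarization taken with two DNA probes labelled with fluorescein and Texas red; potency is read from the fitted curve at half-maximal effect; % of control where 0% means no effect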
#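 His-tagged ERG Ets domain (1 uM in the protein solution; 300mM KCl, 50mM Tris-HCl, 1mM EDTA, 1mM DTT, pH 7.5) received compound, then a probe mix of 5 nM fluorescein-DNA and 100nM Texas-615-DNA. Fluorescence polarization was read for both dyes.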
# POLH inh: qHTS for Inhibitors of Polymerase Eta; recombinant Pol eta, fluorescent DNA replication assay; DNA polymerase eta (Homo sapiens), Q9Y253; Potency, µM (highest dose often 114 µM), without a hit: at the highest dose activity change, negative = inhibition, actives largely listed as inhibitors; 390,000 compounds, 1.2% hits; AID 588591, 2011; also: potency is read from the fitted curve at half-maximal effect; % is scaled to controls: 0 for no effect and ±100 for the full control effect
# Target sequence (Q9Y253 whole entry, looked up): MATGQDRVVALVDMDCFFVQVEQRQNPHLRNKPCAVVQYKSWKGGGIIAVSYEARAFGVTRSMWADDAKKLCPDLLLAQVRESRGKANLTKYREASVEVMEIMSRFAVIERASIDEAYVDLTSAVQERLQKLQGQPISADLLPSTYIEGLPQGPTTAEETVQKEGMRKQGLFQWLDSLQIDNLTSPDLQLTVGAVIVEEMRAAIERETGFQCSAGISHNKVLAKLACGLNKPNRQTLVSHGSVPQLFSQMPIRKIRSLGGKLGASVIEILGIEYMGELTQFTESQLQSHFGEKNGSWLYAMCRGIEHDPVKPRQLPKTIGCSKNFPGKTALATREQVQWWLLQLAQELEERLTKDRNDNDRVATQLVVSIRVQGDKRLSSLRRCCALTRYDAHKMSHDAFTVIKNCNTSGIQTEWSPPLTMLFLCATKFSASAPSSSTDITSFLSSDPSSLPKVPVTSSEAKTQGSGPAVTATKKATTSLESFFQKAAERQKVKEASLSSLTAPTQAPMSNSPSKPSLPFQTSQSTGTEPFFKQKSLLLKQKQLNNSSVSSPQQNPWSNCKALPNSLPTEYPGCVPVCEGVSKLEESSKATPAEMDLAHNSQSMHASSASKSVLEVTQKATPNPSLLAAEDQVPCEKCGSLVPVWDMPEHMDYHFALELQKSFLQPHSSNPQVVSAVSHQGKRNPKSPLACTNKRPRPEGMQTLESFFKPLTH
#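 Fluorescent replication assay: 50 nM final substrate added after a 15 min room-temperature compound preincubation with 10 nM enzyme. Signal taken at 0 min and again at 10 min.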
# RGS4 inh: Inhibitors of Regulator of G Protein Signaling (RGS) 4: qHTS; Potency, µM (series often up to 114 µM), for the others: at the highest dose activity change, negative = inhibition, most hits filed as inhibitors; Transcreener GDP fluorescence polarization, RGS4-accelerated GTP hydrolysis; AID 504845, 2011; Regulator of G-protein signaling 4 (Homo sapiens), P49798; 390,000 compounds, 0.039% hits; also: potency is read from the fitted curve at half-maximal effect; % is scaled to controls: 0 for no effect and ±100 for the full control effect; nearly all actives have a fitted effect of over 75% in size; some results filed as inactive show a strong effect at the top dose
#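 MLSMR compounds (23 nl, pin-transferred) preincubated 10 min at room temperature with a 500nM (2x) first reagent, then RGS4 at 900nM (2x) plus Transcreener GDP mix added; fluorescence polarization (620/688 nm) read before and after 90 min at 30 °C.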
# ALOX12 inh: Primary qHTS assay for inhibitors of human arachidonate 12S-lipoxygenase (ALOX12): Round 2; purified 12hLO, xylenol orange hydroperoxide absorbance; 580,000 compounds, 1.1% hits; Polyunsaturated fatty acid lipoxygenase ALOX12 (Homo sapiens), P18054; Potency, µM (doses to about 108 µM), for the others: at the highest dose activity change, negative = inhibition, actives largely listed as inhibitors; also: potency is read from the fitted curve at half-maximal effect; % is scaled to controls: 0 for no effect and ±100 for the full control effect
#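 Hydroperoxide product was detected by ferrous iron/xylenol orange as the 573 to 405 nm absorbance ratio. Arachidonic acid at 40 uM (final) was turned over for 30 min at room temperature by 150 nM human 12hLO, pH 7.0 Hepes buffer, after 15 min compound preincubation.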
# Pol beta inh: qHTS Assay for Inhibitors of DNA Polymerase Beta; P06746; Pol beta primer extension/strand displacement, fluorescence kinetic; Potency, µM (top dose mostly 114 µM), for the others: top-dose activity change, negative = inhibition, most hits filed as inhibitors; 340,000 compounds, 1.3% hits; AID 485314, 2010; also: potency is read from the fitted curve at half-maximal effect; % is scaled to controls: 0 for no effect and ±100 for the full control effect
#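 Enzyme-only controls used 10 nM Pol beta; buffer lacking enzyme served as negative control. Compound preincubated 15 min, then 50 nM substrate added; 0 and 10 min reads at room temperature.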
# POLK inh: qHTS for Inhibitors of Polymerase Kappa; purified Pol kappa, fluorescent DNA synthesis assay, 10 min; 400,000 compounds, 0.53% hits; Potency, µM (top dose mostly 107 µM), for the others: at the highest dose activity, negative = inhibition, actives largely listed as inhibitors; DNA polymerase kappa (Homo sapiens), Q9UBT6; also: potency is read from the fitted curve at half-maximal effect; % is scaled to controls: 0 for no effect and ±100 for the full control effect
#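 First, compounds were pin-transferred onto 10 nM Pol kappa. After 15 min at room temperature, substrate was added to 50 nM final. Fluorescence was then measured kinetically at 0 and 10 min.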
# LDHA inh: qHTS assay for inhibitors of human lactate dehydrogenase | AID 1347041, 2019 | 480,000 compounds, 0.15% hits | L-lactate dehydrogenase A chain (Homo sapiens), P00338 | activity change, % (values are at about 110 or 230 µM) | purified LDHA, NADH/diaphorase-resazurin fluorescence; hits give low values; in the data active = activity change below about -30%; inconclusive = mostly about -25% to -30%;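 also: plate controls were DMSO wells for no effect and wells without enzyme for full effect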
#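 Resorufin fluorescence (ex540/em590), read at 0 and 20 min after diaphorase/resazurin addition, reports the NADH left after a 5 min room-temperature reaction of 2 nM human LDH5 with 0.06 mM NADH and 0.2 mM pyruvate.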
# Numbers without * were called inactive; ? = inconclusive; nt = not tested or not shown; & = joins results of further samples; [ ] = another dose, or the depositor's remark. Unless noted, calls follow the shape of the dose curve; as a rule, active = well fitted curve in the direction sought with a large enough effect; inconclusive = small, poorly fitted or top-dose-only effect, or another doubt; inactive = no such curve, though single readings can be large; an effect the other way counts as inactive or inconclusive.
# Values run as follows: Pol beta inh	POLH inh	ALOX12 inh	APEX1 inh	LDHA inh	POLK inh	Anesthetic bind	RGS4 inh	ERG-DNA inh
O=C(NCc1nc2ccccc2[nH]1)c1c(F)c(F)c(F)c(F)c1F
→ -20.4%	-19.2%	-2.6%	14.2%	-4.8	0.5%	-0.2%	5.9%	3.1%
O=C(COc1ccccc1)NNc1nc2c(F)cc(F)cc2s1
→ 3.9%	-7.8%	-1.2%	3.9%	-4.9	-5.9%	0.7%	7.4%	-5.7%
COCCn1c(N)c(C(=O)Nc2sc3c(c2C(=O)OC)CCCC3)c2nc3ccccc3nc21
→ -0.6%	-16.6%	9.6%	-4.7%	-6.9	-17.9%	-2.2%	-17.5%	-1.7%
CCOC(=O)C1CCN(C(=O)c2c(-c3ccccc3)noc2C)CC1
→ 1.1%	13.0%	-0.6%	13.5%	-3.4	-3.9%	-0.4%	14.6%	2.6%
COc1cc(C2=NC(CO)(CO)CO2)cc(OC)c1OC
→ 50.9%	-11.8%	-0.4%	11.2%	4.6	6.3%	-0.2%	-13.5%	6.5%
OC1CCN(C(=S)Nc2ccc(Oc3ccccc3)cc2)CC1
→ -7.3%	-8.9%	-20.2%	2.5%	-3.9	-3.0%	-7.7%	6.3%	-1.6%
Cc1cc(C)cc(NC(=O)Nc2c[nH]c(=O)[nH]c2=O)c1
→ ?	-17.8%	?	nt	7.4&-3.5	1.8%	-3.1%	-1.6%	5.3%
Cc1ccc(CN2[C@@H](CC(C)C)COCCS2(=O)=O)cc1
→ nt	-15.7%	-4.1%	nt	-13.5	-15.2%	nt	-14.0%	-21.0%
COc1ccc(NC(=O)C(C)n2c(C)c3cnn(-c4ccccc4)c(=O)c3c2C)cc1Cl (centres undefined)
→ 1.4%	4.5%	-25.5%	nt	-9.2	-24.0%	-2.2%	2.9%	0.0%
CC(C)CNC(=S)NC(=O)c1ccccc1Cl
→ 10.2%	-12.5%	-14.0%	-9.7%	-5.2	-6.9%	-3.9%	-7.4%	-6.4%
COC(=O)n1c(=O)oc2ccc(S(=O)(=O)N3CCCCC3)cc21
→ 14.1%	-5.3%	-2.3%	2.1%	-3.7	5.0%	-5.6%	-5.1%	-13.7%
COc1ccc(C(=O)NCc2ccncc2)cc1S(=O)(=O)N1CCOCC1
→ nt	-0.8%	6.4%	-4.8%	-5.5	-4.2%	nt	-2.7%	-3.6%
O=C(CSc1nnc(Cc2ccccc2)o1)Nc1ccc(N2CCOCC2)cc1
→ nt	-17.8%	?	19.5%	1.8	10.2%	nt	-14.0%	0.6%
O=C(NCc1csc(-c2ccccc2)n1)c1ccco1
→ 15.6%	-1.1%	-4.9%	4.1%	-3.3	-15.9%	-16.6%	3.3%	-1.2%
CN(C)CCNC(=O)CN1C(=O)COc2ccc(C(C)(C)C)cc21
→ 3.2%	-9.5%	7.0%	-2.7%	-11.6	-1.5%	-1.1%	16.3%	-6.5%
O=c1c2ccccc2nc(-c2ccc(Cl)cc2Cl)n1O
→ 8.0%	-3.6%	-7.2%	-0.8%	-2.9	-3.4%	-10.3%	-50.1%	-8.7%
COc1ccc(C(=O)Nc2ccc(NC(=O)C3CCCCC3)nc2)cc1
→ -13.1%	-17.0%	4.0%	84.2%[activator]	-2.7	5.6%	12.9%	-25.0%	-17.7%
O=C(CSc1n[nH]c(-c2ccccc2)n1)Nc1ccc(Br)cn1
→ 7.7%	-6.7%	0.0%	-2.0%	-0.9	-6.6%	?	-14.3%	-7.3%
O=C(C1=NN[C@@H]2C(=O)N(c3cccc(C(F)(F)F)c3)C(=O)[C@H]12)c1cnccn1
→ 11.8%	-19.5%	?	-0.9%	3.5	-4.0%	-12.1%	-36.6%	-2.0%
CCCCCN1C(C(=O)c2ccccc2)=C(NC(=O)c2ccc(OC)cc2)c2ccccc2S1(=O)=O
→ -3.0%	-1.6%	-15.8%	nt	0.9	-8.1%	-8.7%	-0.2%	1.5%
Cc1noc(C)c1CSc1nnc(-c2ccncc2)n1-c1cccc(Cl)c1C
→ 4.5%	-4.7%	-1.1%	1.7%	1.1	1.1%	-14.1%	-29.7%	6.3%
O=C(COc1ccc([N+](=O)[O-])cc1Cl)N(C1CCCCC1)C1CCS(=O)(=O)C1 (centres undefined)
→ nt	-4.0%	1.1%	-0.2%	-10.7	-1.9%	nt	24.8%	-4.2%
CCOc1ccccc1C(=O)N/N=C/c1cccc2cccnc12
→ 14.5%	2.2%	-10.3%	3.0%	-5.7	3.1%	-21.4%	-15.8%	6.4%
Cc1ccc(S(=O)(=O)NNc2ccccc2)c(C)c1
→ ?	-5.8%	?	7.4%	34.6	-7.8%	3.8%	-122.7%	5.0%
COc1ccc(C(=O)NCc2ccc3[nH]c(C)cc3c2)cc1OC
→ 1.3%	-3.8%	-14.6%	-1.8%	-1.3	9.8%	-11.5%	3.1%	-8.1%
CC1CCc2sc(NC(=S)NC(=O)c3ccccc3)c(C#N)c2C1 (centres undefined)
→ 16.3%	-7.3%	?	4.8%	-4.3	-3.7%	-17.1%	?	3.7%
COc1ccc(NC(=O)[C@H](C)NC(=O)C2CCN(S(=O)(=O)c3ccc(C)cc3)CC2)cc1
→ 1.7%	-10.9%	-22.4%	-1.9%	-1.8	16.3%	-22.0%	-15.7%	10.3%
CSc1nc(NCC(C)O)c2c3c(sc2n1)CN(C)CC3 (centres undefined)
→ 85.6%	-7.4%	-30.3%	9.6%	-1.3	-17.8%	5.8%	-3.4%	0.3%
COc1cccc(C2CC(=O)Nc3c2c(=O)n(C)c2nc4ccccc4n32)c1OC (centres undefined)
→ 30.4%	-6.0%	-7.2%	nt	-8.0	-6.7%	5.5%	34.8%	-19.7%
Nc1ccc(Cl)c(S(=O)(=O)Nc2cccc(Cl)c2)c1
→ 7.8%	-18.6%	-19.0%	?	-9.7	5.5%	-21.3%	-26.7%	-16.3%
COc1ccccc1C(=O)N/C(=C\c1cn(S(=O)(=O)N(C)C)c2ccccc12)C(=O)N1CCOCC1
→ 2.8%	-21.0%	-5.0%	1.8%	-2.5	-22.3%	-0.6%	6.2%	-3.9%
CCOC(=O)c1ccc(CC2SC(N)=NC2=O)cc1 (centres undefined)
→ -24.0%	-24.2%	3.9%	11.8%	-0.8	-7.0%	-1.0%	2.0%	-4.5%
Cc1cc2c([nH]c3ccccc32)c2c1OC(C)(C)C=C2
→ ?	-14.5%	-2.5%	-2.1%	2.9	-17.8%	-16.6%	17.2%	22.9%
COc1ccccc1CNC(=O)C1CCN(S(=O)(=O)c2ccc3c(c2)C(C)(C)C(=O)N3C)CC1
→ 42.3%	-16.2%	3.3%	15.8%	-2.4	15.3%	-18.4%	-6.9%	2.1%
Cc1ccc(NC(=O)c2ccc(-c3ccccc3)s2)cc1
→ 9.4%	-10.9%	-26.0%	nt	-11.7	-8.8%	-2.4%	-50.0%	9.9%
Cc1ccc(-c2cc(-c3ccccc3)no2)c(O)c1
→ -7.8%	-7.9%	-18.7%	4.1%	-0.8	-11.6%	-4.0%	-11.2%	-0.8%
CCOc1ccc2cc(C(=O)NCc3ccccc3)c(=N)oc2c1
→ ?	-12.5%	0.0%	-21.1%	-9.2	-9.9%	7.6%	-2.4%	-1.8%
Cc1cc(F)ccc1S(=O)(=O)N1CCCOC1CNC(=O)C(=O)NCCN1CCOCC1 (centres undefined)
→ 10.5%	-11.0%	10.6%	-12.9%	-2.0	-3.0%	-2.5%	-4.3%	-3.1%
COc1cc(OC)cc(C(=O)NC2CCN(CCCOc3ccccc3)CC2)c1
→ ?	-24.1%	0.0%	-2.5%	-19.8	-11.7%	-6.1%	-9.6%	-5.5%
COC(=O)C1=C(N)OC2=C(C(=O)CC(C)(C)C2)C1c1cc2c(cc1Cl)OCO2 (centres undefined)
→ -16.5%	-7.1%	-58.5%	50.7%[activator]	-1.3	-1.8%	-19.5%	2.8%	0.8%
COc1ccc(NC(=O)CCc2nnc3n(Cc4ccccc4Cl)c(=O)c4ccccc4n23)cc1
→ 1.2%	-15.7%	0.0%	nt	-4.3	0.7%	6.3%	9.7%	-0.8%
CCOc1ccc(C(CC(=O)O)NC(=O)C23CC4CC(CC(C4)C2)C3)cc1 (centres undefined)
→ 0.7%	-20.6%	-3.7%	23.8%	-8.1	-4.4%	6.7%	-6.6%	0.6%
CC(=O)C[C@@H](O)CC(=O)[C@@H]1OC(=O)CCCCCCCCc2ccccc21
→ nt	-5.7%	16.5%	2.0%	1.8	-6.5%	nt	1.3%	-3.1%

# A portion of the library, so the mix of outcomes need not match the whole.
